# Bioassay records: PubChem, several laboratories
# RORA act: RORA (human) activation | AID 560 | activation, % at 10 µM | P35398 | actives 1.5% (n = 65,000) | CHO-K1 Gal4-RORA LBD luciferase reporter, luminescence; percent increase over mock-subtracted basal signal;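 active = activation above the mean of all tested compounds plus 3 SD, cut at about 49% in these data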;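 also: 0% = DMSO-treated RORA cells and 100% = added signal equal to DMSO minus mock-transfected cells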
# AP ELISA ortho: alternative pathway complement inhibition, orthogonal assay; actives 0.08% (n = 62,000); Human serum alternative complement pathway, LPS-coated ELISA, C3 deposition; tested in compound mixtures; inhibition, % at 5 µM; AID 1235;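 active = inhibition above 30% in each of the two pooled mixtures holding the compound, so the lower value exceeds 30%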;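 also: 0% = serum in Mg-EGTA without compound and 100% = EDTA serum blank; some compounds past the cut are filed as inactive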
#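 Test system: human serum alternative complement pathway, C3 deposition on LPS-coated wells; also added: Plate-bound LPS; doses: 5 µM per compound in ten-compound mixtures; schedule: 1 h at 37 °C; detection: Anti-C3 ELISA, OD 450 nm; evaluation: percent inhibition of C3 deposition onto LPS; repeats: two pool placements per compound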
# CatB block: human cathepsin B inhibition. P07858. purified cathepsin B, fluorogenic substrate, fluorescence. inhibition, %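 (tested at 10 µM)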. actives 0.1% (n = 63,000); in the data active = inhibition above about 21%;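 also: 0% = enzyme with no compound and 100% = no enzyme blank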
# CatB mixtures: human cathepsin B inhibition by mixtures; Purified cathepsin B, AMC dipeptide fluorescence, compound mixtures; inhibition, %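 (ten-compound pools at 5 µM per compound and 50 µM total)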; actives 0.06% (n = 62,000); in the data active = inhibition above about 22%, passing the limit was not always enough;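 also: 0% = enzyme without compound and 100% = no enzyme blank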
# PKA kinase inh: blocks human protein kinase A activity; P17612; PKA Kemptide phosphorylation, Kinase-Glo ATP luminescence; inhibition, % at 6 µM; actives 0.1% (n = 65,000);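 active = inhibition above the screen-wide mean inhibition plus 3 SD, cut at about 21% in these data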; also: many of its hits are not listed in these tables
# ROCK2 blocker: blocks human Rho kinase 2 activity | AID 604 | purified ROCK2, Kinase-Glo ATP depletion luminescence | inhibition, % at 6 µM | O75116 | actives 0.35% (n = 60,000);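 active = inhibition above the screen-wide mean inhibition plus 3 SD, cut at about 18% in these data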;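 also: plate controls were DMSO wells for no effect and Y-27632 control wells after no-enzyme background subtraction for full effect; many of its hits are not listed in these tables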
# JNK3 blocker: JNK3 (human) kinase inhibition; AID 746; P53779; purified JNK3 kinase activity, HTS; inhibition, % at 8 µM; actives 0.61% (n = 60,000); in the data active = inhibition above about 17%;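 also: 0% = DMSO and 100% = reference inhibitor; many of its hits are not listed in these tables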
# Target sequence (P53779 whole entry, looked up): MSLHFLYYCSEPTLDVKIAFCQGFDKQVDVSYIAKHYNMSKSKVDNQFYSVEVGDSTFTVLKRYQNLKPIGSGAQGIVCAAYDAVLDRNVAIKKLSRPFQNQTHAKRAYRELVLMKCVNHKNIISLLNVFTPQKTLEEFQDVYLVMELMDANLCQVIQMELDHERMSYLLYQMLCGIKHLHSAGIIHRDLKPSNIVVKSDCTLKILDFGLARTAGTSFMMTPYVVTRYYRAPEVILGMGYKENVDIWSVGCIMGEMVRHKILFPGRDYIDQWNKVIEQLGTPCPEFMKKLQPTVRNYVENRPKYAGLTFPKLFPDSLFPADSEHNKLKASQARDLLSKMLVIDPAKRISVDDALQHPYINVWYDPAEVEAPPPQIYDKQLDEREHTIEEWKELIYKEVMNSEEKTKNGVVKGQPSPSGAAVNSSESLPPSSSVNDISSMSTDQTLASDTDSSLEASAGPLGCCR
# CatS block: blocks human cathepsin S protease activity | P25774 | recombinant cathepsin S, AMC dipeptide fluorescence, pooled mixtures | inhibition, %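 (tested at 5 µM per compound within 10-compound mixtures)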 | actives 0.06% (n = 62,000) | AID 501; in the data active = inhibition above about 32%, passing the limit was not always enough;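 also: 0% = enzyme without compound and 100% = blank without enzyme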
# Target sequence (P25774 115-331 limits assumed): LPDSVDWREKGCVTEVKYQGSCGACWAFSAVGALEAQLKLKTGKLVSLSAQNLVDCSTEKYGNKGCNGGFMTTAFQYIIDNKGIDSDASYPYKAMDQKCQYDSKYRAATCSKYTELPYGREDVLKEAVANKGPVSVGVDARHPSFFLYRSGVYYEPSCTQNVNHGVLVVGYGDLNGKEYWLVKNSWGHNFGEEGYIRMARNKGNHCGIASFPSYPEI
# E coli RNAP: Escherichia coli RNA polymerase inhibition; P0A8V2; E. coli RNA polymerase, fluorescence transcription assay; inhibition, %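 (tested at 10 µM)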; actives 0.2% (n = 62,000); AID 559; in the data active = inhibition above about 20%;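 also: 0% = enzyme without compound and 100% = no enzyme blank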
# * = called active by the depositor; nt = not tested or not shown. The list is partial (hit frequency here may not be typical).
SMILES,RORA act,AP ELISA ortho,CatB block,CatB mixtures,PKA kinase inh,ROCK2 blocker,JNK3 blocker,CatS block,E coli RNAP
COCCOC(=O)C1=C(N)OC(C)=C(C(=O)OC)C12C(=O)Nc1ccccc12 (configuration not stated),nt,16,1,0,nt,nt,nt,-2,2
C#CCN(C)C(C)Cc1ccccc1 (configuration not stated),-12,14,1,6,-2,4,-2,-7,9
N=c1n(CCO)c2ccccc2n1Cc1ccccc1,5,nt,nt,nt,6,2,-2,nt,nt
CCCCn1c(O)c(C(C)=Nc2ccc(OCC)cc2)c(=O)[nH]c1=O,-7,-11,7,5,1,-4,-2,12,2
COc1cc2nc(CN3CC=C(c4ccccc4)CC3)[nH]c(=O)c2cc1OC,-80,-11,2,-4,-6,-2,-9,14,8
COc1cc(OC)c(OC)cc1CNCCc1ccc(OC)c(OC)c1,-16,19,3,-6,9,6,2,-6,3
Cc1nnc2n1-c1ccc(Br)cc1C(c1ccccc1Cl)=NC2,-10,22,-6,-6,-4,0,-3,-15,-8
CCOC(=O)C1C(=O)N(C)C2(C)CC1c1ccccc1O2 (configuration not stated),-16,4,1,-1,3,1,6,-6,2
CC(=O)N1CN2CN(C(C)=O)CC(C(=O)c3ccc(Br)cc3)(C2)C1,8,11,-3,7,-2,5,1,-15,5
COc1ccc(CN2CCN(Cc3ccccc3)CC2)c(OC)c1,-5,-3,3,1,3,-1,-8,-1,7
O=C(c1cc2c(s1)-c1ccccc1OC2)N1CCC2(CC1)OCCO2,54*,4,-6,-2,11,4,-4,-9,-18
COc1ccc(C2SCC(=O)Nc3c2c(=O)[nH]n3C2CCCCC2)cc1 (configuration not stated),-10,nt,5,nt,2,-1,1,nt,nt
Cc1ccc2c(c1)C1CN(C)CCC1N2C(=O)Cn1nnc(-c2ccccc2F)n1 (configuration not stated),-8,0,-1,-3,2,1,8,-7,-3
CCCN(CC#CCO)CCC,0,nt,7,nt,4,5,8,nt,nt
CN1CCN(c2nc3ccccc3c(=O)n2-c2ccccc2)CC1,7,8,2,-14,10,1,5,-21,10
CCCCCCn1c(=O)c(C(=O)Nc2c(C)n(C)n(-c3ccccc3)c2=O)c(O)c2ccccc21,-10,4,11,2,-4,3,3,9,4
CCC(=NCCO)c1c(O)n(C2CCCCC2)c(=O)[nH]c1=O,-18,0,-1,2,-10,-7,3,-6,1
COc1cccc(N2C(=O)NC(=O)C3(Cc4cc(C)ccc4N(C)C3)C2=O)c1 (configuration not stated),-11,28,-3,2,7,6,1,0,5
COC(=O)C1=C(N)Oc2c(c(=O)oc3ccccc23)[C@]12C(=O)N(C)c1ccccc12,16,24,-2,-3,-6,-2,-3,15,-8
CCOC(=O)C1=C(C)OC(N)=C(C#N)C12C(=O)Nc1ccc(C)cc12 (configuration not stated),-1,5,2,5,11,8,2,7,1
CN(C=O)CP(=O)(O)CN(C)C=O,-7,5,3,5,6,6,7,1,8
Cc1nc2ccccc2c(=O)n1-n1cnnc1,-3,12,-1,5,0,3,-1,-4,5
CCn1c(=O)cc(OCC(=O)N2CCC3(CC2)OCCO3)c2ccccc21,10,10,-2,4,1,4,-3,-3,7
COc1ccc2c(c1)CC1(CN2C)C(=O)NC(=O)N(c2ccc(F)cc2)C1=O (configuration not stated),-5,15,3,5,0,1,-1,16,10
CCOc1cc(C(=O)N2CCC3(CC2)OCCO3)cc(OCC)c1OCC,-12,3,3,-2,6,5,0,14,10
O=C(c1cc(Br)ccc1Cl)N1CCC2(CC1)OCCO2,-6,12,-1,-1,-3,-8,3,1,1
O=C1NC(=O)C(Cc2cccs2)C(=O)N1,1,3,0,0,7,6,0,-6,2
O=C(NCC(c1cccnc1)N1CCN(c2ccccc2)CC1)Oc1ccccc1 (configuration not stated),-3,nt,nt,nt,11,6,11,nt,nt
Cc1ccc(O)c(CN2CCN(c3ccccc3)CC2)c1,-6,10,1,6,-1,-1,2,1,8
CNCCc1nc(N)n[nH]1,-5,7,2,4,3,-7,4,0,6

# Rewritten with bars between the fields: 12 of the compounds above.
Compound | RORA act | AP ELISA ortho | CatB block | CatB mixtures | PKA kinase inh | ROCK2 blocker | JNK3 blocker | CatS block | E coli RNAP
CCC(=NCCO)c1c(O)n(C2CCCCC2)c(=O)[nH]c1=O | -18 | 0 | -1 | 2 | -10 | -7 | 3 | -6 | 1
COc1cccc(N2C(=O)NC(=O)C3(Cc4cc(C)ccc4N(C)C3)C2=O)c1 (configuration not stated) | -11 | 28 | -3 | 2 | 7 | 6 | 1 | 0 | 5
COC(=O)C1=C(N)Oc2c(c(=O)oc3ccccc23)[C@]12C(=O)N(C)c1ccccc12 | 16 | 24 | -2 | -3 | -6 | -2 | -3 | 15 | -8
CCOC(=O)C1=C(C)OC(N)=C(C#N)C12C(=O)Nc1ccc(C)cc12 (configuration not stated) | -1 | 5 | 2 | 5 | 11 | 8 | 2 | 7 | 1
CN(C=O)CP(=O)(O)CN(C)C=O | -7 | 5 | 3 | 5 | 6 | 6 | 7 | 1 | 8
Cc1nc2ccccc2c(=O)n1-n1cnnc1 | -3 | 12 | -1 | 5 | 0 | 3 | -1 | -4 | 5
CCn1c(=O)cc(OCC(=O)N2CCC3(CC2)OCCO3)c2ccccc21 | 10 | 10 | -2 | 4 | 1 | 4 | -3 | -3 | 7
COc1ccc2c(c1)CC1(CN2C)C(=O)NC(=O)N(c2ccc(F)cc2)C1=O (configuration not stated) | -5 | 15 | 3 | 5 | 0 | 1 | -1 | 16 | 10
CCOc1cc(C(=O)N2CCC3(CC2)OCCO3)cc(OCC)c1OCC | -12 | 3 | 3 | -2 | 6 | 5 | 0 | 14 | 10
O=C(c1cc(Br)ccc1Cl)N1CCC2(CC1)OCCO2 | -6 | 12 | -1 | -1 | -3 | -8 | 3 | 1 | 1
O=C1NC(=O)C(Cc2cccs2)C(=O)N1 | 1 | 3 | 0 | 0 | 7 | 6 | 0 | -6 | 2
O=C(NCC(c1cccnc1)N1CCN(c2ccccc2)CC1)Oc1ccccc1 (configuration not stated) | -3 | nt | nt | nt | 11 | 6 | 11 | nt | nt

# More results follow:
SMILES,RORA act,AP ELISA ortho,CatB block,CatB mixtures,PKA kinase inh,ROCK2 blocker,JNK3 blocker,CatS block,E coli RNAP
COC(=O)C(O)(c1c(C)[nH]n(-c2ccccc2)c1=O)C(F)(F)F (configuration not stated),-21,19,5,-1,7,8,3,-3,3
Cc1nc2ccccc2c(=O)n1-c1ccc(F)cc1,-7,9,0,6,-5,-4,-7,-2,0
COc1ccccc1N1CCN(Cc2ccccc2F)CC1,-3,10,nt,5,8,5,-5,11,nt
O=C(CN1CC(c2ccccc2)CC1=O)Nc1ccccc1 (configuration not stated),10,7,3,3,8,8,3,8,9
O=P(O)(O)C#Cc1ccccc1,8,6,3,3,-4,-6,-5,-5,nt
COc1ccc(C2SCC(=O)Nc3c2c(=O)[nH]n3C2CCCCCC2)cc1OC (configuration not stated),-3,11,2,0,10,nt,nt,-3,13
O=S1(=O)CC2(N3CCOCC3)CCCCC21 (configuration not stated),-7,6,-2,1,6,8,4,-3,9
COc1ccc(CCn2c(O)c(C=NCCCN(C)C)c(=O)[nH]c2=O)cc1OC,-28,1,2,-11,5,-3,-1,-10,6
CC(=NCCN1CCOCC1)c1c(O)n(-c2ccccc2C)c(=O)[nH]c1=O,11,-7,-2,2,6,6,2,-1,4
N[C@@H](Cc1c[nH]c2ccccc12)c1nnc(SCc2ccc(Cl)cc2)o1,-1,18,-2,42,-10,-2,-8,-4,-4
CC(=O)NC1CC2CCCC(C1)N2 (configuration not stated),8,-3,0,-1,10,4,-2,6,3
Cc1nn(Cc2ccccc2Cl)c(Cl)c1C(=O)OCC(=O)NCc1ccco1,12,7,4,-10,7,-7,-9,-5,3
CN(C)C(=O)Oc1ccc(-c2nnco2)cc1,20,15,9,2,3,-2,-8,7,4
COc1ccc(CC[n+]2cc(/N=C(\C)[O-])on2)cc1OC,-5,10,2,-1,1,0,-1,15,-6
CCCCCCn1c(=O)c(C(=O)Nc2ccncc2)c(O)c2ccccc21,-7,5,0,-1,9,3,3,-8,6
O=C1CN=C(c2cccs2)c2c(sc3c2CCCC3)N1,13,-19,9,3,5,-4,2,14,7
CN1CCN(C(=O)COc2ccc(C(C)(C)C)cc2Br)CC1,-16,-9,3,-2,-5,-1,0,18,2
Nc1ccc(N2CCN(Cc3ccccc3Cl)CC2)c(Cl)c1,-3,-10,-1,0,6,1,-8,-9,-10
CCOc1cccc(N2C(=O)CC(=O)NC2=O)c1,7,-3,5,5,7,9,7,-1,3
CCCCCCn1c(O)c(C=NCCN2CCCCC2)c(=O)[nH]c1=O,-16,nt,-5,nt,0,-8,7,nt,1
O=C1c2ccccc2C(=O)N1Cc1nc2ccccc2c(=O)n1-c1ccc(Br)cn1,-11,11,0,4,6,5,-4,0,2
Cc1nc2ncnn2c(C)c1CCC(=O)N1CCC2(CC1)OCCO2,4,15,2,-2,2,1,1,-3,-2
COc1ccc(CCC(=O)N2CCC3(CC2)OCCO3)cc1,-15,-4,8,1,-8,-10,-4,21,9
Cc1ccc2c(c1)C1CN(C)CCC1N2C(=O)c1ccco1 (configuration not stated),2,-1,3,7,-1,nt,nt,23,10
CN(C)CCc1nn[nH]n1,-22,nt,0,nt,2,-10,2,nt,nt
CN1CC=C2C(C#N)=C(N)C(C#N)(C#N)C(c3ccncc3)C2C1 (configuration not stated),2,nt,1,nt,5,6,8,nt,-6
CCOC(=O)N1CCC(NC(=O)CCc2nc(C3=CCN(C)CC3)no2)CC1,-6,10,5,2,7,4,-15,-3,-5
CCCCn1c(O)c(C(CC)=NCCN2CCCCC2)c(=O)[nH]c1=O,-11,13,0,-4,2,0,-6,-5,-4
COc1ccc(OC)c(N2C(=O)NC(=O)C(CCc3ccncc3)(CCc3ccncc3)C2=O)c1,-6,13,0,-2,8,5,7,17,1
Cc1nn(-c2ccccc2)c2c1CC1(C(=O)N(C)C(=O)N(C)C1=O)C1CCCCN21 (configuration not stated),-1,12,3,6,4,2,-2,-4,3
CN1CC=C(c2c[nH]c3ccccc23)CC1,-2,2,7,7,-3,-8,-4,25,1
Cn1c(O)c(C=NC2CC3CCC2(C)C3(C)C)c(=O)[nH]c1=O (configuration not stated),-2,3,-5,5,6,2,3,0,3
O=C(CN1C(=O)CN=C(c2ccccc2Cl)c2cc(Cl)ccc21)NCc1ccco1,-24,17,1,5,-2,-9,1,-3,5
O=P(OCC(F)(F)C(F)F)(N1CCCCC1)N1CCCCC1,-21,8,1,3,5,2,7,-11,2
CC(=O)C1C(=O)NC23CCCCC2C1c1ccccc1O3 (configuration not stated),-27,11,5,3,1,0,1,2,6
CCSc1cc(C2C(C#N)=C(N)Oc3n[nH]c(C)c32)c(C)o1 (configuration not stated),-4,14,7,2,9,5,-4,-3,3
CCS(=O)(=O)N1CCCC(C(=O)N2CCC3(CC2)OCCO3)C1 (configuration not stated),-17,27,4,2,4,6,6,-9,2
N[C@@H](Cc1c[nH]c2ccccc12)c1nnc(SCc2ccccc2)o1,-15,13,-3,4,-1,4,-6,-2,5
CCCc1nc2ccccc2c(=O)n1-c1ccccc1OC,6,nt,2,nt,8,2,-2,nt,7
COc1ccc(-n2c(O)c(C(C)=NCCN3CCNCC3)c(=O)[nH]c2=O)cc1,-2,2,2,2,3,0,-7,10,9
CCCCn1c(O)c(C(C)=NCc2ccc(F)cc2)c(=O)[nH]c1=O,-12,-10,1,1,11,5,-1,7,9
COc1ccc(Cn2c(N)c(C(=O)NCc3ccco3)c3nc4ccccc4nc32)cc1,-4,15,3,3,0,0,0,4,-6
